Compound activity (PubChem BioAssay)
CaV13 FRET inh: Disruptors of the CACNA1D IQ motif to Ca2+-dependent inactivation inhibitor domain association, primary screening, Förster resonance energy transfer in intact living …; HEK cells, CFP/YFP FRET ICDI-IQ, plate reader, 10 min; percent FRET-ratio fall versus neutral wells; inhibition, % at 12.3 µM; 340,000 compounds, 0.098% hits;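 active means mean replicate inhibition of at least 30% and at least 1% of replicates passing that level; inconclusive means only one of the two criteria is met; inactive means neither criterion is met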;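 further: 0% = median of the neutral control wells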
Cardio protect: myocardial damage modulation in H9c2 cells; AID 588492; H9c2 cardiomyocytes, H2O2 injury protection, ATPLite, 2 h; 360,000 compounds, 0.63% hits; protection from H2O2 cell death, % at 20 µM;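 active means compounds giving at least 50% protection of heart cells from peroxide-induced death in the single-dose screen, raw or plate-pattern-corrected value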;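 further: 0% = DMSO wells with peroxide and 100% = DMSO wells without peroxide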
MC4R ag barr: agonists of human melanocortin 4 receptor (MC4R) beta-arrestin | U2OS MC4R beta-arrestin complementation, luminescence; percent of melanotan II response, DMSO zero | activation, % at 8.9 µM | 360,000 compounds, 0.98% hits | AID 540308;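 active means activation above a per-plate cutoff, the mean activation of sample wells on that plate plus 3 SD, cut at about 8% in these data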
Target sequence (P32245 whole entry, looked up): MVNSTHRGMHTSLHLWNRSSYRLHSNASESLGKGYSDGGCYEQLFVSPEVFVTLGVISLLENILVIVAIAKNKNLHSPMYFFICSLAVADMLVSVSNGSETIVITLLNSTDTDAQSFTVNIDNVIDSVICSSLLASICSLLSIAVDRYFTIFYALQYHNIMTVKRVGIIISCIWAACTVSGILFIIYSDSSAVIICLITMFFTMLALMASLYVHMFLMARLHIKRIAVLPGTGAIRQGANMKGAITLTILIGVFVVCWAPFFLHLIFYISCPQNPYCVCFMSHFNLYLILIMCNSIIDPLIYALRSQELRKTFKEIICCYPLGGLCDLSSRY
PDI inh: blocks human protein disulfide isomerase activity | P07237 | PDI insulin aggregation turbidity, A650, 90 min | inhibition, % at 10 µM | 350,000 compounds, 0.052% hits | AID 588391;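 active means mean inhibition across replicates of 30% or more, whatever share of single replicates reach that level; inconclusive means mean inhibition below 30% while every single replicate reaches 30%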;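 further: absorbance from insulin aggregation driven by PDI reduction with DTT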
Target sequence (P07237 whole entry, looked up): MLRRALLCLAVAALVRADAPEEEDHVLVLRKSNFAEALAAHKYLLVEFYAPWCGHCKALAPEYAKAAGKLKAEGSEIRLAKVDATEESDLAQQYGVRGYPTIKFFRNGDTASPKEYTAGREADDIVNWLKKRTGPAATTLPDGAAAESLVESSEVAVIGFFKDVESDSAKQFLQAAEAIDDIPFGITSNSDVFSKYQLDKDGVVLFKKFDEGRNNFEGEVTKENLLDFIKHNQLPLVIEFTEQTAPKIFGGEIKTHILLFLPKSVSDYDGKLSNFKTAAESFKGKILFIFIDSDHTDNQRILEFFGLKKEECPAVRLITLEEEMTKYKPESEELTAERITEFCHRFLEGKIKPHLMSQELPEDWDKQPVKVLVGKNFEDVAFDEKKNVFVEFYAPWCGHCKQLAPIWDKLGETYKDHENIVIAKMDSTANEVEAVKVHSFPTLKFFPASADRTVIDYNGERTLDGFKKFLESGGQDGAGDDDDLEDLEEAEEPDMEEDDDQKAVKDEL
HTR2A ag: mouse HTR2A agonism via beta-arrestin recruitment. P35363. CHO-K1 mHTR2A beta-arrestin complementation, luminescence; percent of 30 µM serotonin response. activation, % at 7.6 µM. 360,000 compounds, 0.66% hits. AID 624169;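 active means activation above a run cutoff, the mean activation of all tested compounds plus 3 SD, cut at about 14% in these data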;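 further: 0% = plate median of compound wells and 100% = 30 µM serotonin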
MC4R antagonist: human MC4R antagonism in cAMP assay; P32245; MC4R-expressing cells, MTII-stimulated cAMP, LANCE TR-FRET; inhibition, % at 6.5 µM; 360,000 compounds, 0.48% hits; AID 540295;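 active means inhibition above its plate's cutoff, the mean of tested wells on that plate plus 3 SD, cut at about 29% in these data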;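 further: 0% = Melanotan II alone and 100% = Melanotan II plus saturating MCL0020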
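system = U2OS cells with stable human MC4R expression | also added = Melanotan II challenge after compound preincubation | dosing = one concentration, 6.5 µM nominal | incubation = compound 30 min, challenge 1 h, detection 1 h | measured by = TR-FRET with Eu-cAMP and labeled anti-cAMP, 671 nm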
Granule exo inh: blocks lytic granule exocytosis; TALL-104 LAMP-1 surface exposure, flow cytometry; cells stimulated with thapsigargin and PMA; inhibition, % at 10 µM; 360,000 compounds, 0.66% hits; AID 651702;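 active means inhibition above about 55%, limit read from the data; inconclusive means no clear call, values can overlap the other calls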
ABHD5-PLIN5 inh: inhibitors of human ABHD5-perilipin-5 interaction | inhibition, % at 4 µM | 360,000 compounds, 0.78% hits | Split G. princeps luciferase complementation, luminescence, 4 h | Q00G26+Q8WTS1 | AID 602281;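 active means inhibition above the mean inhibition across every tested compound plus 3 SD, cut at about 22% in these data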;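 further: 0% = DMSO only wells and the 100% control is not disclosed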
ABCB6 inh 2: human ABCB6 transporter inhibition | AID 602162 | K562-ABCB6 porphyrin accumulation, flow cytometry, 1 h; active compounds read low | 360,000 compounds, 0.19% hits | fluorescence ratio to DMSO, % at 10 µM | Q9NP58;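 active means fluorescence ratio to DMSO below 75%, the collection mean minus 3 SD; inconclusive means too few cells collected in the well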;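 further: signal is porphyrin accumulated inside mitochondria; 100% equals median channel fluorescence of DMSO control wells; lower ratio means ABCB6 inhibition with less porphyrin fluorescence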
Glyco luc inh: blocks N-linked glycosylation in D54 reporter cells; D54 ERlucT glycosylation luciferase reporter, 24 h; percent of 100 nM tunicamycin response; reporter increase, % at 12.5 µM; AID 588692; 360,000 compounds, 0.23% hits;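 active means mean luciferase reporter signal, scaled so untreated is 0 and the glycosylation-blocking control 100, at or above a set limit in every replicate; inconclusive means mean reaches the limit but not every replicate does; inactive means mean below the limit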;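 further: luciferase carries N-glycosylation sites so blocking glycosylation raises the light; 0% = median of neutral control wells and 100% = median of 100 nM tunicamycin wells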
The depositor's hits bear a star; ? = inconclusive; . = not tested or not shown. Outcome played no part in choosing rows; 4.2% or so of the library scored in one or more.

Keys: A = CaV13 FRET inh; B = Cardio protect; C = MC4R ag barr; D = PDI inh; E = HTR2A ag; F = MC4R antagonist; G = Granule exo inh; H = ABHD5-PLIN5 inh; I = ABCB6 inh 2; J = Glyco luc inh
1	COc1cc(/C=C/C(=O)OCC(=O)NC(=O)NCc2ccco2)ccc1OC(F)F
  A: -6 | B: 4 | C: -1.1 | D: 0 | E: -1 | F: 1 | G: 20 | H: -5 | I: 105 | J: 3

2	O=C(CN1CCN(S(=O)(=O)c2ccc(Br)cc2)CC1)Nc1ccc(F)cc1F
  A: -7 | B: -14 | C: 1.2 | D: 2 | E: 2 | F: -2 | G: -2 | H: -2 | I: 93 | J: -3

3	C[C@H]1CN([C@@H](C)CO)S(=O)(=O)c2ccc(C#CC3CC3)cc2O[C@H]1CN(C)C(=O)c1cccnc1
  A: -5 | B: 6 | C: 0.3 | D: -5 | E: 2 | F: 4 | G: -14 | H: 4 | I: 101 | J: -1

4	Cc1ccc(S(=O)(=O)c2c(C)nn(C(C)(C)C)c2OC(=O)C(C)(C)C)cc1
  A: -2 | B: -28 | C: 1.5 | D: -5 | E: -1 | F: -4 | G: 10 | H: -12 | I: 98 | J: -4

5	CCCCc1cc(C)c(S(=O)(=O)c2ccccc2C)c(=O)[nH]1
  A: -4 | B: -3 | C: -0.7 | D: -4 | E: 2 | F: 0 | G: -5 | H: -1 | I: 98 | J: 2

6	NC(=O)C1(Nc2ccc(-c3ccc(Br)cc3)cc2)CCCC1
  A: -5 | B: -6 | C: -2.5 | D: -18 | E: -1 | F: 18 | G: -9 | H: 8 | I: 96 | J: -2

7	CN1CCN(S(=O)(=O)c2cc([N+](=O)[O-])ccc2Cl)CC1
  A: 13 | B: -8 | C: -0.7 | D: 2 | E: 0 | F: 0 | G: -7 | H: -6 | I: 103 | J: -1

8	COc1cc(C)ccc1OCCOc1cc(C)ccc1Cl
  A: -6 | B: -23 | C: 1.8 | D: 9 | E: 5 | F: -19 | G: -2 | H: -7 | I: 90 | J: -2

9	CC(=O)C1=C(O)C(=O)N(c2cc(C(C)(C)C)on2)C1c1ccc(Br)cc1 (centres undefined)
  A: -9 | B: -4 | C: 0.9 | D: -4 | E: 4 | F: 7 | G: -7 | H: -30 | I: 99 | J: -1

10	Cc1cc(C)cc(NC(=O)/C(C#N)=C/c2cn(CC(=O)NCc3ccco3)c3ccccc23)c1
  A: -24 | B: 20 | C: 3.8 | D: 11 | E: 4 | F: -2 | G: -4 | H: -5 | I: 93 | J: 10

Carrying on.
Keys: A = CaV13 FRET inh; B = Cardio protect; C = MC4R ag barr; D = PDI inh; E = HTR2A ag; F = MC4R antagonist; G = Granule exo inh; H = ABHD5-PLIN5 inh; I = ABCB6 inh 2; J = Glyco luc inh
11	Cc1ccc(C(=O)NNC(=O)C(C)Oc2ccccc2F)cc1S(=O)(=O)N1CCOCC1 (centres undefined)
  A: -6 | B: 1 | C: 0.1 | D: -3 | E: 8 | F: -5 | G: 3 | H: 3 | I: 90 | J: 3

12	COc1ccc(-n2c(SCc3cn4c(C)cccc4n3)nc3ccccc3c2=O)cc1OC
  A: -1 | B: 12 | C: -0.5 | D: -2 | E: 3 | F: -1 | G: -1 | H: 3 | I: 99 | J: 0

13	O=C(CCCc1ccccc1)Nc1nncs1
  A: -5 | B: 6 | C: -1.9 | D: -5 | E: -4 | F: 5 | G: -2 | H: -4 | I: 99 | J: 0

14	O=C(COC(=O)c1ccccc1SCC(=O)NC1CCCCC1)NC1CCCCC1
  A: -3 | B: 2 | C: -0.1 | D: 3 | E: 5 | F: -10 | G: -1 | H: 4 | I: 98 | J: -2

15	COc1ccc(C(CC(=O)N2CCCC2)c2c(OC)cc(OC)c3c(-c4ccccc4)cc(=O)oc23)cc1 (centres undefined)
  A: -5 | B: 0 | C: -1.6 | D: 0 | E: -5 | F: 2 | G: -4 | H: -1 | I: 87 | J: -5

16	Cc1ccc(C2CC(c3cccs3)=NN2C(=O)CSC2=NN3CCCC(=O)N=C3S2)cc1 (centres undefined)
  A: -4 | B: 28 | C: 0.9 | D: . | E: 4 | F: 11 | G: 1 | H: 9 | I: 92 | J: 5

17	CCCCOc1ccc(C(O)C(CN2CCOCC2)c2ccccc2)cc1 (centres undefined)
  A: -2 | B: -1 | C: 5.1 | D: 0 | E: 6 | F: 17 | G: -2 | H: 1 | I: 96 | J: -4

18	Cc1ccc(NS(=O)(=O)c2ccc(CCC(=O)NCCO)cc2)cc1
  A: -6 | B: 4 | C: -1.2 | D: 17 | E: 3 | F: 5 | G: -2 | H: 5 | I: 78 | J: -1

19	O=C(Cn1ccc(NC(=O)OCc2ccccc2)nc1=O)NCc1nc2ccccc2[nH]1
  A: -10 | B: -3 | C: -0.6 | D: 6 | E: -1 | F: -2 | G: -17 | H: 3 | I: 115 | J: 3

20	C/C=C(\C)C(=O)OC(C)(C)[C@@H]1Cc2cc3ccc(=O)oc3cc2O1
  A: -11 | B: -1 | C: -1.2 | D: -7 | E: -3 | F: 11 | G: 5 | H: -9 | I: 100 | J: -1

From no. 10 to 17, as listed above:
Keys: A = CaV13 FRET inh; B = Cardio protect; C = MC4R ag barr; D = PDI inh; E = HTR2A ag; F = MC4R antagonist; G = Granule exo inh; H = ABHD5-PLIN5 inh; I = ABCB6 inh 2; J = Glyco luc inh
10	Cc1cc(C)cc(NC(=O)/C(C#N)=C/c2cn(CC(=O)NCc3ccco3)c3ccccc23)c1
  A: -24 | B: 20 | C: 3.8 | D: 11 | E: 4 | F: -2 | G: -4 | H: -5 | I: 93 | J: 10

11	Cc1ccc(C(=O)NNC(=O)C(C)Oc2ccccc2F)cc1S(=O)(=O)N1CCOCC1 (centres undefined)
  A: -6 | B: 1 | C: 0.1 | D: -3 | E: 8 | F: -5 | G: 3 | H: 3 | I: 90 | J: 3

12	COc1ccc(-n2c(SCc3cn4c(C)cccc4n3)nc3ccccc3c2=O)cc1OC
  A: -1 | B: 12 | C: -0.5 | D: -2 | E: 3 | F: -1 | G: -1 | H: 3 | I: 99 | J: 0

13	O=C(CCCc1ccccc1)Nc1nncs1
  A: -5 | B: 6 | C: -1.9 | D: -5 | E: -4 | F: 5 | G: -2 | H: -4 | I: 99 | J: 0

14	O=C(COC(=O)c1ccccc1SCC(=O)NC1CCCCC1)NC1CCCCC1
  A: -3 | B: 2 | C: -0.1 | D: 3 | E: 5 | F: -10 | G: -1 | H: 4 | I: 98 | J: -2

15	COc1ccc(C(CC(=O)N2CCCC2)c2c(OC)cc(OC)c3c(-c4ccccc4)cc(=O)oc23)cc1 (centres undefined)
  A: -5 | B: 0 | C: -1.6 | D: 0 | E: -5 | F: 2 | G: -4 | H: -1 | I: 87 | J: -5

16	Cc1ccc(C2CC(c3cccs3)=NN2C(=O)CSC2=NN3CCCC(=O)N=C3S2)cc1 (centres undefined)
  A: -4 | B: 28 | C: 0.9 | D: . | E: 4 | F: 11 | G: 1 | H: 9 | I: 92 | J: 5

17	CCCCOc1ccc(C(O)C(CN2CCOCC2)c2ccccc2)cc1 (centres undefined)
  A: -2 | B: -1 | C: 5.1 | D: 0 | E: 6 | F: 17 | G: -2 | H: 1 | I: 96 | J: -4

Quoted from the listing.
no. 18 – HTR2A ag: 3
no. 13 – CaV13 FRET inh: -5

Only CaV13 FRET inh and PDI inh, for 2 of the compounds above:
cpd	Molecule	CaV13 FRET inh	PDI inh
13	O=C(CCCc1ccccc1)Nc1nncs1	-5	-5
18	Cc1ccc(NS(=O)(=O)c2ccc(CCC(=O)NCCO)cc2)cc1	-6	17

(listing goes on)
Keys: A = CaV13 FRET inh; B = Cardio protect; C = MC4R ag barr; D = PDI inh; E = HTR2A ag; F = MC4R antagonist; G = Granule exo inh; H = ABHD5-PLIN5 inh; I = ABCB6 inh 2; J = Glyco luc inh
21	CCC(=O)N1N=C(c2ccc(C)o2)CC1c1ccc(OC)cc1 (centres undefined)
  A: -17 | B: 1 | C: 2.8 | D: 1 | E: 8 | F: 8 | G: 0 | H: 8 | I: 100 | J: -1

22	CC1CCCN(CCCNC(=O)c2cc3c(Cl)nc4ccccc4c3s2)C1 (centres undefined)
  A: -4 | B: -7 | C: -2.2 | D: 10 | E: -7 | F: -4 | G: 8 | H: 17 | I: 101 | J: ?

23	COc1ccc(/C=C/C(=O)OCC(=O)N2CCCC2)c(OC)c1
  A: -5 | B: -5 | C: 0.3 | D: 2 | E: 3 | F: -5 | G: 0 | H: 5 | I: 88 | J: 3

24	COC(=O)Cn1c(=NC(=O)C(C)(C)C)sc2c(C)cc(C)cc21
  A: -5 | B: -12 | C: -0.1 | D: . | E: 9 | F: 0 | G: -2 | H: 3 | I: 99 | J: -6

25	O=C(c1ccco1)N1CCN(c2ccc([N+](=O)[O-])cn2)CC1
  A: -9 | B: -2 | C: 2.7 | D: -9 | E: -4 | F: 14 | G: -2 | H: -3 | I: 102 | J: 1
